# From PubChem BioAssay
# FLuc act counter – firefly luciferase counter-screen for stimulation assays; 200,000 tested, under 10 active; P08659; ATPlite luciferase biochemical, luminescence, 10 min; 0 = ATP-free wells, 1 = DMSO control; activation factor at 10 µM;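 active means luciferase activation factor, scaled between plate controls, of at least 2 with compound at 10 µM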
# Target sequence (P08659 whole entry, looked up): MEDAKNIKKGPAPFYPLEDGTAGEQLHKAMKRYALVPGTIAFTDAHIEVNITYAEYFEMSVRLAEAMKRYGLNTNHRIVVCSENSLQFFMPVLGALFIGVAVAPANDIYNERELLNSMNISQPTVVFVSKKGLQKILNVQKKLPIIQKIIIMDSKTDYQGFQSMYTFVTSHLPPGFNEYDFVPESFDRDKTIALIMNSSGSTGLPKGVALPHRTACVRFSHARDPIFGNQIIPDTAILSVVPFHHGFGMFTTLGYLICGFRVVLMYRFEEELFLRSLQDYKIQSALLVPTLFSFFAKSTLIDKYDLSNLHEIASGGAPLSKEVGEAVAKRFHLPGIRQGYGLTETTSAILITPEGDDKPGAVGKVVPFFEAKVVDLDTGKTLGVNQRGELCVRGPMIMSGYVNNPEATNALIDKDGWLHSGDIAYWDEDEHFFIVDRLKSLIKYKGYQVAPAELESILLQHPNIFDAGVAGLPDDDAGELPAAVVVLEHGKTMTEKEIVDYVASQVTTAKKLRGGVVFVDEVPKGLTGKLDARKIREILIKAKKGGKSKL
#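 Assay system: Luciferase/luciferin reagent mix; Medium: PBS as buffer for the ATP substrate; Dosing: test compounds dosed from 2 mM stocks in 100% DMSO; Times: 10 min, room temperature; Signal: luminescence from luciferase reaction; Read-out: luciferase activation; Controls: No-ATP low control, compound-free enzyme-plus-ATP high control.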
# Efa HMGR inh – blocks class II HMG-CoA reductase of Enterococcus faecalis | AID 1066 | hit rate 0.41% among 190,000 | inhibition, % at 10 µM | purified E. faecalis HMGR, NADPH absorbance 340 nm kinetic;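 active means inhibition above a set limit, the median over all tested compounds plus 3 SD, cut at about 9.5% in these data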;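 further: enzyme runs in reverse so mevalonate oxidation gives rising NADPH absorbance; 0% = complete reaction with DMSO and 100% = background rate lacking mevalonate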
# TNAP inh no acc – blocks human TNAP activity with no phosphate acceptor present; purified TNAP, CDP-star luminescence, 30 min; hit rate 0.26% among 200,000; P05186; inhibition, % at 20 µM;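 active means tissue-nonspecific alkaline phosphatase inhibition above about 50% at 20 µM in the single-dose screen, limit read from the data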;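 further: 0% = DMSO negative control and 100% = EDTA positive control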
# Target sequence (P05186 whole entry, looked up): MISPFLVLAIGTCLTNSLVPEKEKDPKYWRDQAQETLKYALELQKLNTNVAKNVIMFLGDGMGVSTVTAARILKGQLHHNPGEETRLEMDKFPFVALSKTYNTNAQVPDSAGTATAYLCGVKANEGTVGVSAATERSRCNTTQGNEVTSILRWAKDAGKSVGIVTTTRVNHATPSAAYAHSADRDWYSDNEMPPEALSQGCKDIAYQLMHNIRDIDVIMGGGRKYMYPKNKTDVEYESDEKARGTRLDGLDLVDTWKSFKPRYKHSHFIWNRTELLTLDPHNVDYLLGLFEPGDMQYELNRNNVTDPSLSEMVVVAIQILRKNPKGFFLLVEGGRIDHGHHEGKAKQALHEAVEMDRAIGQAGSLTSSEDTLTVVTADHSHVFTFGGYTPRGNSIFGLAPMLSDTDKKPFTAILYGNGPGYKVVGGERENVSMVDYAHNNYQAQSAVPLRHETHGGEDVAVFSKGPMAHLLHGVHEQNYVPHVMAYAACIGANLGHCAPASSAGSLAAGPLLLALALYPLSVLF
# G6PDH counter – counter-screen for G6PDH assay hits: L. mesenteroides G6PDH inhibition | inhibition, % at 5 µM | hit rate 0.12% among 200,000 | AID 1020 | Purified L. mesenteroides G6PDH, diaphorase/resazurin coupled fluorescence, 45 min; in the data active means inhibition above about 50%
# TNAP inh hiacc – TNAP (human) inhibition, high acceptor | P05186 | purified TNAP, CDP-star luminescence, 1 M DEA | inhibition, % at 20 µM | hit rate 0.03% among 200,000 | AID 1135;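 active means over 50% inhibition of tissue-nonspecific alkaline phosphatase at 20 µM in the single-dose screen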;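 further: plate controls were DMSO wells for no effect and EDTA-quenched wells as full inhibition for full effect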
# PMI act satM6P – activators of human phosphomannose isomerase at near-saturating mannose 6-phosphate; activation factor at 20 µM; AID 1216; P34949; hit rate 0.34% among 190,000; coupled PMI enzyme assay, resazurin fluorescence, 20 min; hits give high values; 1 = untreated enzyme, 0 = substrate-free blank;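 active means activation factor of 2 or more at 20 µM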
#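 assay system = human phosphomannose isomerase with PGI, G6PDH, diaphorase coupling enzymes | quantity = 15 ng/mL PMI | incubation = enzyme reaction with compound 20 min at room temperature | medium = HEPES pH 7.4 buffer with MgCl2 and Tween-20 | compound dosing = one concentration, 20 µM, in 1% DMSO | measured by = Diaphorase-driven resazurin-to-resorufin fluorescence, excitation 544, emission 590 nm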
# PMI act – activators of human phosphomannose isomerase; P34949; purified human PMI, coupled resazurin fluorescence, 20 min; hits give high values; 1 = vehicle control, 0 substrate-free wells; activation factor at 20 µM; hit rate 0.005% among 190,000; AID 1214;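 active means activation factor of 2 or more at 20 µM, relative to plate controls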
# TNAP act hiacc – activators of human TNAP at high phosphate acceptor concentration. P05186. purified TNAP, CDP-star luminescence, 1 M DEA, 30 min; hits give high values; 0 = EDTA background, 1 = DMSO-only activity. activation factor at 20 µM. 200,000 tested, under 10 active;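 active means activation factor at least 2 at 20 µM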
#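 Control set: EDTA negative control, DMSO positive control / Assay system: human TNAP / Quantity: TNAP 1/800 final / Evaluation: TNAP activation factor scaled between EDTA and DMSO control wells / Measured by: luminescent substrate turnover signal / Compound dosing: one dose, 20 µM / Times: 30 min enzyme reaction at room temperature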
# Diaphorase inh – counter-screen for diaphorase-based assays: diaphorase inhibitors and chemical oxidizers. diaphorase resazurin-to-resorufin fluorescence, NADH, 16 min; bacterial (C. kluyveri) enzyme, not human. inhibition, % at 20 µM. hit rate 0.69% among 190,000. AID 1217;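 active means primary screen inhibition at 20 µM above a set limit, cut at about 50% in these data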;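 further: plate controls were DMSO with full reaction for no effect and wells lacking NADH for full effect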
#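 Assay system – diaphorase enzyme from Clostridium kluyveri · Amount – diaphorase 0.14 U/mL (working solution) · Times – reaction incubation of 16 min at room temperature · Controls – No-NADH positive control and DMSO neutral control · Signal – resorufin fluorescence 544/590 nm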
# Diaphorase act – counter-screen for diaphorase-based assays: diaphorase activators and chemical reducers; Diaphorase/resazurin coupled assay, resorufin fluorescence, 16 min; hits give high values; 1 = vehicle wells, 0 = NADH-free wells; activation factor at 20 µM; hit rate 0.005% among 190,000; AID 1229;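 active means diaphorase activity raised at least twofold by the compound at 20 µM; inactive means activation factor below 2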
#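 Assay system: bacterial diaphorase enzyme (C. kluyveri) / Input: enzyme 0.07 U/mL final / Medium: 50 mM HEPES pH 7.4 with 4.542 mM MgCl2, 0.005% Tween 20 / Doses: single compound dose of 20 µM, 1% DMSO final / Incubation: 16 min enzyme reaction, ambient temperature / Signal: fluorescence, excitation 544 nm and emission 590 nm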
# Starred values were filed as active, the others as inactive; x = not tested or not shown. Outcome played no part in choosing rows; 1.7% or so of the library scored in one or more.
SMILES,FLuc act counter,Efa HMGR inh,TNAP inh no acc,G6PDH counter,TNAP inh hiacc,PMI act satM6P,PMI act,TNAP act hiacc,Diaphorase inh,Diaphorase act
CCN(CC)C(=O)c1cc2c(=O)n3cccc(C)c3nc2n1C,1,-10.9,-17.2,4.8,-5.1,1,1,1.1,16.3,0.8
Cc1ccc(SCC(=O)NCCCN2CCOCC2)cc1,1,-2.3,-4.5,-13.5,-1.2,1,1,1,6.9,0.9
CCc1ccccc1NC(=O)c1ccccc1Sc1ccc([N+](=O)[O-])cc1Cl,1.1,-2.0,26.0,-17.2,-1.5,1,0.8,1,26.0,0.7
Cc1cc(C)n(-c2nc(NC(C)(C)C)nc(NC(C)(C)C)n2)n1,1,3.2,8.2,5.6,-2.9,1.1,1.2,1,-5.2,1.1
Cc1c(C(=O)NCC2CCCO2)oc2ccc(S(=O)(=O)N3CCCC3)cc12 (configuration not stated),1,-7.3,-10.2,4.0,-2.2,1,0.9,1,19.7,0.8
Cc1nn(-c2ccccc2)c2c1P(=O)(O)/C(=C1\N(C)c3ccccc3C1(C)C)C=N2,1,0.0,0.4,7.5,2.9,0.9,1,1,23.5,0.8
COc1ccc(F)cc1C(=O)C1CCCN(C(=O)c2cccc(N(C)C)c2)C1 (configuration not stated),1.1,-1.2,-11.8,1.8,-6.0,1,0.9,1.1,20.5,0.8
CCc1nnc(NC(=O)c2cccnc2SC)s1,1,-5.3,-13.8,8.5,-3.6,1,1,1,0.3,1
CC(=O)NCC(=O)N(c1c(C)n(C)n(-c2ccccc2)c1=O)C1(C(=O)NC2CCCC2)CCCCC1,1.1,-1.2,-12.0,-1.0,-3.6,1,0.9,1,15.3,0.8
Cn1nnnc1SCC(=O)Nc1ccc(Oc2ccccc2)cc1,1,-4.8,-10.3,0.4,-3.0,0.9,0.8,1,20.6,0.8
Cn1cccc1CC(=O)NNC(=S)Nc1ccc(Cl)cc1Cl,1,-3.7,-119.3,-5.3,-3.0,1,0.9,1,13.3,0.9
CN(C(=O)COC(=O)C1CCN(S(=O)(=O)c2cccs2)CC1)C1CCS(=O)(=O)C1 (configuration not stated),1,-5.6,-5.8,-9.9,2.3,0.9,0.8,1,11.1,0.9
CC(=O)C1=C(O)C(=O)N(CCc2c[nH]c3ccccc23)C1c1ccccc1 (configuration not stated),1,-3.0,-8.1,7.5,-4.6,0.8,0.9,1,31.6,0.7
CCOc1ccc(C2CC(c3cccc(C)c3)n3nc(N)nc3N2)cc1 (configuration not stated),1.1,-4.2,-16.9,-14.2,-3.1,1,0.9,1,10.6,0.9
O=C1CCC/C(=N\NC(=O)c2ccc(NS(=O)(=O)c3ccc(Br)cc3)cc2)C1,1,-3.1,-5.3,8.6,0.1,1.2,1.3,1,3.9,1
Cc1nn(Cc2ccc(Cl)cc2)c(Cl)c1/C=N/NC(=O)CNc1ccccc1F,1,-15.4,-5.3,-18.0,-2.3,1,0.8,1,9.2,0.9
O=C(NC1CCCCCC1)C(=S)N1CCCC1,1.1,-1.2,-9.0,4.9,-9.7,1,1,1.1,11.5,0.9
O=C(O)CCC(=O)Nc1cccc2cccnc12,1.1,x,-5.8,10.3,-2.1,0.8,0.9,1,20.8,0.8
O=C(Nc1ccc2c(c1)OCO2)c1c(F)c(F)c(F)c(F)c1F,1,-1.0,-4.3,1.6,0.8,0.9,0.9,1,27.0,0.7
CN(c1ccccc1)S(=O)(=O)c1cccc(C(=O)N2CCN(c3ccccn3)CC2)c1,1,1.8,-1.3,4.2,-4.2,0.9,1,1,24.2,0.8
C=CCNC(=S)NCc1ccc(CNC(=S)NCC=C)cc1,1.1,-1.8,-14.0,1.2,-6.7,1.1,1,1.1,6.3,0.9
CCCn1nc(C(=O)NC2CCCc3ccccc32)c2ccccc2c1=O (configuration not stated),1,-6.3,-13.1,8.1,-0.5,1,0.9,1,8.0,0.9
Nc1c(C(=O)NCCN2CCOCC2)c2nc3ccccc3nc2n1-c1ccccc1,1,2.2,-6.7,-2.6,5.1,1.7,1.6,0.9,-2.9,1
O=c1[nH]c(CS(=O)(=O)c2ccccc2)nc2ccccc12,1.1,-4.3,-3.0,-1.0,0.0,1.1,1.1,1,7.4,0.9
Cc1ccc2oc(=O)c3cnn(CC(=O)N4CCCCC4C)c3c2c1 (configuration not stated),1,3.8,-10.1,6.0,-6.3,1,1,1.1,12.8,0.9
CCOc1ccc2nc(Cl)sc2c1,1,7.3,-10.4,6.9,1.8,1.1,1.1,1,-6.3,1.1
O=C(COc1cccc2cccnc12)Nc1ccccc1N1CCOCC1,1,2.6,-7.9,6.9,-1.3,1,1,1,6.1,0.9
CCOC(=O)N1CCC(Nc2c(NCCCN(C)Cc3ccccc3)c(=O)c2=O)CC1,1.1,-7.0,-7.4,2.8,-3.8,0.9,1,1,16.7,0.8
CC(C)C(OC(=O)CCC(=O)Nc1nccs1)C(=O)NC1CCCCC1 (configuration not stated),1,-1.1,-7.9,4.3,-5.1,1,1,1.1,6.7,0.9
Oc1c(N=NC(=S)Nc2ccccc2F)c2ccccc2n1Cc1cccc(Cl)c1,1,1.9,16.0,7.2,12.5,0.9,0.9,0.9,4.7,1

# 2 of the compounds above, field by field.
Oc1c(N=NC(=S)Nc2ccccc2F)c2ccccc2n1Cc1cccc(Cl)c1
- FLuc act counter: 1
- Efa HMGR inh: 1.9
- TNAP inh no acc: 16.0
- G6PDH counter: 7.2
- TNAP inh hiacc: 12.5
- PMI act satM6P: 0.9
- PMI act: 0.9
- TNAP act hiacc: 0.9
- Diaphorase inh: 4.7
- Diaphorase act: 1

Cc1nn(-c2ccccc2)c2c1P(=O)(O)/C(=C1\N(C)c3ccccc3C1(C)C)C=N2
- FLuc act counter: 1
- Efa HMGR inh: 0.0
- TNAP inh no acc: 0.4
- G6PDH counter: 7.5
- TNAP inh hiacc: 2.9
- PMI act satM6P: 0.9
- PMI act: 1
- TNAP act hiacc: 1
- Diaphorase inh: 23.5
- Diaphorase act: 0.8

# Next section
SMILES,FLuc act counter,Efa HMGR inh,TNAP inh no acc,G6PDH counter,TNAP inh hiacc,PMI act satM6P,PMI act,TNAP act hiacc,Diaphorase inh,Diaphorase act
O=C(CSc1nnc2c(n1)[nH]c1ccc(S(=O)(=O)N3CCOCC3)cc12)Nc1ccc(F)c(F)c1,1,3.4,6.2,-3.8,4.4,0.9,1,1,-9.0,1.1
S=C(NCc1ccc2[nH]c3c(c2c1)CCCC3)Nc1ccccc1Cl,1,-6.4,1.5,5.0,3.1,0.9,1,1,2.1,1
COc1ccccc1-n1c(SCC(=O)Nc2nnc(C)s2)nc2c(c1=O)SCC2,1,-3.6,-3.7,-3.6,3.7,1,1,1,20.6,0.8
Cc1ccc(NC2=NC(C(=O)Nc3ccc(C)c(C)c3)CC(=O)N2)cc1 (configuration not stated),1,-1.9,-10.7,-2.1,2.2,1,0.9,1,2.9,1
Cc1ccc(NC(=O)c2cccs2)cc1S(=O)(=O)Nc1cccc(Cl)c1,1,-13.1,-9.1,-9.5,-2.0,1,0.9,1,13.9,0.9
Cc1ccc(N2C(=O)C3C(C(=O)c4ccccc4)=NN(c4ccccc4)C3C2=O)cc1 (configuration not stated),1,-4.2,9.5,26.1,9.0,0.9,0.9,0.9,20.0,0.8
C(=C\c1ccco1)/C1=NN(c2ccccc2)C(c2ccco2)C1 (configuration not stated),1,3.2,-13.5,-1.2,7.2,2.2*,1.6,0.9,13.3,0.9
O=C(CCNS(=O)(=O)c1ccccc1F)NCc1ccc2c(c1)OCO2,1.1,0.2,-15.3,4.0,-4.2,1,1,1,7.7,0.9
COc1ccccc1NC(=O)C/C(C)=N/NC(=O)COc1c(Br)cc(Br)cc1OC,1.1,-1.7,-10.0,1.5,-4.6,0.9,0.8,1,23.0,0.8
CCN(CC)C(=O)CSc1nnc(-c2ccco2)n1N,1.1,-6.2,-13.3,6.8,-10.6,1,0.9,1.1,14.6,0.9
CCSC1=NN2CCS(=O)(=O)N=C2S1,1,1.7,-13.5,26.0,-5.4,1.1,1.2,1.1,1.3,1
CCN1CCN(C(=O)C(C)Nc2ccc(OC)cc2OC)CC1 (configuration not stated),1,0.4,-5.0,6.9,4.8,0.4,0.8,1,11.9,0.9
Cc1nc(-c2ccccc2Cl)sc1C(=O)/C=C/N(C)C,1,-1.4,-4.0,-0.1,-1.5,1.1,1,1,-2.4,1
COc1cc(Cl)c(C)cc1NC(=O)c1ccc2c(SCC(=O)O)c3c(nc2c1)CCCC3,1,-6.3,-9.0,9.7,-1.3,0.9,1,1,27.1,0.7
COc1ccc(NC(=O)CN(C)CC(=O)Nc2ccc(Cl)cc2F)cc1,1.1,-8.7,-7.3,1.6,-6.8,1,0.9,1.1,15.2,0.8
Cc1ccc(C(=O)CNc2ccc(Cl)cc2)cc1,0.9,3.9,-9.0,2.6,-2.6,1.1,1.1,1,-3.7,1
CCC1CCCCN1C(=O)Nc1ccc(F)cc1 (configuration not stated),1,-7.0,-7.5,11.7,-1.5,0.9,0.9,1,4.6,1
CCCc1cc(=O)[nH]c(SCC(=O)C(C)(C)C)n1,1.1,0.3,-28.8,2.1,-8.0,1,1,1.1,23.6,0.8
Cc1nc(COC(=O)c2ccc(CO)cc2)cs1,1.1,-1.7,-0.3,8.0,-3.5,1,1.2,1,13.1,0.9
CCCCN(CCCC)Cc1cc2ccccc2c2c1COC2,1,-0.6,-8.2,7.0,-9.6,1.2,1.1,1.1,-9.2,1.1
Cc1csc(=NC(=O)c2ccccc2)n1CCO,1.1,2.4,-18.4,-1.5,-12.6,1,1,1.1,4.5,1
CN1CCN(C(=S)NC(=O)/C=C/c2ccccc2)CC1,1.1,-3.2,-4.0,3.0,-7.6,1.1,1,1.1,13.1,0.9
CCCN(C(=O)c1ccco1)c1nnc(-c2ccncc2)s1,1,0.2,-7.8,-1.0,-5.4,1.4,1.3,1.1,7.1,0.9
COc1ccc(OCC(O)CNc2ccc(Br)cc2)cc1 (configuration not stated),1,-7.0,-10.1,10.7,-5.6,0.7,0.7,1.1,32.1,0.7
